IkB signaling = suppresses IkB signaling in ABC-DLBCL reporter cells; Potency, µM (doses to about 57.1 µM), inactives show at the highest dose IkBa stabilization activation; actives 0.04% (n = 110,000); ABC-DLBCL IkBa-CBG/CBR dual luciferase ratio, 4 h; response scale: scaled: untreated 0%, proteasome inhibitor 100%; active means well fitted curve in the direction sought with a large enough effect in the signal ratio, not every such curve was filed as active; inconclusive means small, poorly fitted or top-dose-only effect, or a change in a side signal; the % refers to the signal ratio;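 further: the direction sought is a rising ratio; 0% = basal untreated cells and 100% = reference inhibitor full response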
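Luminescence ratio of IκBα-fused green versus native red beetle luciferase in OCI-Ly3 cells, 4 h post-doxycycline with compound; red signal alone, scaled from basal (0%) to zero light (-100%), flagged nonspecific or cytotoxic effects.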
p53ts 32C kill = p53ts cell cytotoxicity, permissive temperature. H1299-p53A138V at 32C, ATP luminescence viability, 24 h. Potency, µM (top dose mostly 46.1 µM), for the others: top-dose activity change, negative = cytotoxicity, most hits filed as cytotoxic. actives 0.93% (n = 130,000);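 further: 0% = DMSO and -100% = full killing by reference compound; nearly all actives have a fitted effect of over 55% in size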
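H1299-p53 A138V cells (temperature-sensitive p53) exposed 24 h to up to 46 uM compound at 32C, where p53 is wild-type in conformation. Viability read as ATP luminescence and normalised to DMSO and 100 uM tamoxifen. AC50 fitted with the Hill equation.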
p53ts 39C tox = cytotoxicity in p53ts cells at nonpermissive temperature; H1299-p53A138V viability at 39C, ATP luminescence, 24 h; Potency, µM (titrated, usually from 46.1 µM), without a hit: top-dose activity change, negative = cell killing, actives largely listed as cytotoxic; actives 1.5% (n = 130,000); further: nearly all actives have a fitted effect of over 55% in size
Imprint erasure = induces erasure of genomic imprints in mouse ES cells | Potency, µM (series often up to 60.7 µM), without a hit: at the highest dose activity change, positive = activation, hits mostly activators | actives 0.02% (n = 110,000) | AID 1948 | mouse ES Peg3-LacZ reporter, beta-gal luminescence, 40 h;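 further: 0% = negative control wells on the plate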
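Imprint erasure is scored as LacZ activity from the silenced maternal Peg3 allele in feeder-free female ES cells cultured 40 h with LIF. Luminescence is normalized to in-plate negative controls and fitted to the Hill equation.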
The depositor's hits bear a star; ? = inconclusive; . = not tested or not shown; [ ] = dose if it differs, or a comment. Unless noted, the call rests on the fitted dose curve; in most records, active means well fitted curve in the direction sought with a large enough effect; inconclusive means small, poorly fitted or top-dose-only effect, or another doubt; inactive means no such curve, though single readings can be large; an effect the other way counts as inactive or inconclusive. Unless noted, on the % scale 0 is the no-effect control and ±100 the full control effect; potency means the concentration at half of the fitted maximal effect. The order is random (roughly 1.7% active in at least one column).

SMILES	IkB signaling	p53ts 32C kill	p53ts 39C tox	Imprint erasure
CCOC(=O)c1c(NC(=O)COc2ncnc3sccc23)sc2c1CCC2	1.8%	-0.2%	0.2%	-11.3%
COc1ccc(C)cc1NC(=O)c1ccc2c(SCC(=O)O)c3c(nc2c1)CCCC3	?	-6.0%	-8.2%	-4.0%[10.9 µM]
CCOc1cc(CN2CCN(C(=O)c3ccco3)CC2)ccc1OC	1.1%	-1.9%	11.7%	-2.1%
O=C(CSc1nc(=O)[nH]c2c1CCCC2)NCc1ccc(F)cc1	3.9%	6.7%	-0.5%	29.7%[10.9 µM]
COc1ccc2[nH]cc(CCN=C(NC(=O)c3cccc(Cl)c3)Nc3nc(C)cc(C)n3)c2c1	?	-2.8%	33.0%[activator]	-21.6%[10.9 µM]
CCOC(=O)c1c(C)nc(-c2ccccc2)nc1NC(C)=O	-3.2%	-9.5%	-5.5%	-12.9%
CCN1CCSc2ccc(C(=O)NCc3cccc(Br)c3)cc21	1.1%	9.0%	3.6%	-6.2%[10.9 µM]
Cc1ccc(C)c(CNS(=O)(=O)c2ccc3c(c2)C(C)(C)C(=O)N3C)c1	1.7%	12.9%	13.1%	9.6%[10.9 µM]
COC(=O)c1cc(NC(=O)CC2C(=O)NCCN2C(=O)c2ccccc2)cc(C(=O)OC)c1 (configuration not stated)	-0.6%	0.3%	8.3%	-5.9%
c1csc(-c2ccc3ccccc3n2)c1	1.5%	-9.8%	-0.9%	.
CCc1nc2nc(C)cc(Nc3ccc(F)c(Cl)c3)n2n1	-4.5%	5.5%	3.7%	-8.9%[10.9 µM]
CCCCc1c2ccccc2nc2[nH]c3ccccc3c12	.	-5.2%	-7.6%	-14.3%
CCC(C)NC(=O)Cn1c(=O)n(CCCC(=O)NCc2ccc(C)cc2)c(=O)c2ccccc21 (configuration not stated)	-0.4%	6.0%	10.4%	-2.2%[10.9 µM]
Cc1cccc(-n2nnnc2SCC(=O)c2cc(C)n(CC3CCCO3)c2C)c1 (configuration not stated)	11.5%	-4.0%	-11.9%	-16.5%
Cc1ccccc1C(=O)Oc1c(Sc2ccccc2)c(C)nn1C(C)(C)C	-1.8%	-9.0%	12.7%	-8.0%[10.9 µM]
CC(=O)Nc1ccc(S(=O)(=O)NCc2cn3ccsc3n2)cc1	-1.4%	?	10.2%	-8.9%
O=C(c1ccco1)N1CCC[C@@]2(CCN(Cc3nccs3)C2)C1	1.3%[11.4 µM]	-2.5%	1.3%	.
O=c1[nH]c(NCc2ccccc2)nc2c1CCC2	-0.5%	0.2%	-0.3%	-2.3%
Nc1[nH]ncc1C(=O)Nc1cccc(C(F)(F)F)c1	-2.7%	2.6%	-15.6%	-4.0%
Cc1ccc(NCN2C(=O)c3ccccc3C2=O)c(C)c1	5.8%	-6.5%	-0.3%	.
Cc1ccc(S(=O)(=O)C(CCC(=O)N2CCOCC2)S(=O)(=O)c2ccc(C)cc2)cc1	0.2%	3.4%	8.4%	-1.5%
NS(=O)(=O)c1ccc(NC(=O)C2Cc3ccccc3N2C(=O)c2ccccc2)cc1 (configuration not stated)	3.8%	2.2%	6.6%	-2.5%[10.9 µM]
O=C(NCCS(=O)(=O)N1CCN(c2ccccc2F)CC1)C1CC(=O)N(c2ccccc2)C1 (configuration not stated)	1.9%	-4.0%	-3.8%	-5.9%[10.9 µM]
COc1ccccc1N(CC(=O)NCCSc1ccccc1)S(C)(=O)=O	0.8%	0.9%	7.7%	-3.1%
Cc1cc(C)c(NC(=O)CCCN2C(=O)COc3ccc(C)cc32)c(C)c1	-0.7%	5.1%	-25.2%	-7.7%[10.9 µM]
SMILES	IkB signaling	p53ts 32C kill	p53ts 39C tox	Imprint erasure
COc1cccc(C(=O)SC2=NCCS2)c1	1.8%	-1.6%	-15.5%	-21.3%
COc1ccc(N2CC(NC(=O)/C=C\c3ccc4c(c3)OCO4)CC2=O)cc1OC (configuration not stated)	?	-6.5%	0.7%	-6.2%[10.9 µM]
CC(C)=NO[C@@H](C)c1cn([C@@H]2COC[C@@H]2O)nn1	.	10.0%[9.22 µM]	2.1%[9.22 µM]	.
CCCCNC(=O)c1ccc(CNc2c(N3CCC(C(=O)OCC)CC3)c(=O)c2=O)cc1	.	-6.3%	27.3%	.
Cc1ccc(OCC(=O)Nc2ccc(O)c(C(=O)O)c2)cc1C	?	-18.4%	-7.0%	-20.0%
Cc1cccc(OCC(O)CN2CCN(C3CCCCC3)CC2)c1 (configuration not stated)	-0.3%	4.3%	13.2%	-16.8%
COc1cccc(Cn2c(=O)c(CCc3ccccc3)nc3cnc(N4CCOCC4)nc32)c1	3.1%[11.4 µM]	11.0%	17.2%	?
CCOC(=O)C1CCCN(C(=O)c2ccccc2Oc2ccccc2)C1 (configuration not stated)	0.3%	7.6%	0.9%	-8.2%
O=C(O)c1cc(NS(=O)(=O)c2ccc3ccccc3c2)ccc1O	.	-4.9%	7.6%	.
Cc1cc(N2CCOCC2)nc2ccccc12	.	0.1%	-1.8%	.
CC(C)(C)n1nc2c(c1NC(=O)c1ccc(S(=O)(=O)N3CCCC3)cc1)CSC2	4.1%	8.7%	-2.4%	-8.5%
Cc1cc(C)cc(NC(=O)CC(C)n2nc(C)cc2C)c1 (configuration not stated)	1.8%	-4.9%	-3.4%	-6.6%[10.9 µM]
Cc1ccc(N=C2CCCN2Cc2ccccc2)c(C#N)c1	.	-23.2%	2.1%	.
COc1cccc(NC(=O)CCc2nnc3n(CC(C)C)c(=O)c4ccccc4n23)c1	1.8%	-2.0%	-12.7%	-7.7%[10.9 µM]
CN1CCN(C2=C(Cl)C(=O)N(C3CCCCC3)C2=O)CC1	1.4%	?	?	-17.9%
Cc1cccc(-c2cc(=O)c3cc(Br)ccc3o2)c1	.	?	?	-32.9%[inhibitor]
COc1ccc(C(=O)Oc2ccc3c(c2)OCO3)cc1OC	-3.8%	-8.7%	-4.3%	-43.8%[inhibitor]
CC(C)N(C#N)c1nc(N2CCOCC2)nc(N2CCOCC2)n1	-1.9%	4.5%	3.1%	1.3%
O=C(Nc1cc(F)ccc1F)c1ccc2c(c1)nnn2C1CCCC1	-2.1%	-13.7%	15.4%	-5.3%[10.9 µM]
OCc1ccccc1O	.	-4.2%	5.3%	-0.2%
Cc1ccc(-c2onc(C)c2C)cc1S(=O)(=O)NCc1ccco1	?	8.2%	-13.7%	-9.5%[10.9 µM]
COc1cccc(-c2nn(-c3ccccc3)cc2C(=O)O)c1	-0.6%	-9.4%	-9.2%	-7.5%
CN(c1ccc(C(=O)NCc2cccnc2)cc1)S(C)(=O)=O	0.2%	-4.5%	0.5%	-4.2%
COCCn1c(C)cc(C(=O)CSc2nncn2-c2ccccc2)c1C	-0.8%	?	?	-10.1%
CCN(CC)S(=O)(=O)c1ccc(NC(=O)Cn2cnc3ccccc3c2=O)cc1	11.8%	-4.4%	-0.6%	1.5%
SMILES	IkB signaling	p53ts 32C kill	p53ts 39C tox	Imprint erasure
Cc1cc(C(=O)Nc2c(C)n(C)n(-c3ccccc3)c2=O)c(C)o1	0.9%	6.2%	3.8%	-3.7%
C(=NCCCN1CCOCC1)c1ccc2c(c1)OCO2	2.5%	2.0%	9.9%	-2.4%
O=C(CSc1nc2ccccc2s1)c1sc2sc3ccccc3[n+]2c1O	0.8%[11.4 µM]	-4.8%[9.22 µM]	-2.0%[9.22 µM]	9.4%[10.9 µM]
CCOC(=O)N/N=C1/C[C@@H](O)[C@@H](O)[C@@H]2[C@@H]3C(=O)N(C4CCCCC4)C(=O)[C@H]3CC[C@H]12	.	-1.9%[9.22 µM]	-6.5%[9.22 µM]	.
COc1cccc2[nH]c(C(=O)NCc3ccc4c(c3)CCN4C(=O)c3ccc(F)cc3)cc12	?	7.8%	-9.7%	-11.6%[10.9 µM]
O=S(=O)(CCc1nnc(-c2ccccc2)o1)c1ccc2ccccc2c1	0.7%	2.6%	-7.9%	-3.9%
CCCCOC(=O)c1ccc(NS(=O)(=O)c2c(C)nc3scc(C)n3c2=O)cc1	?	20.2%	-12.3%	-17.4%[10.9 µM]
Cc1oc2c(c1C(=O)NCc1cccc(Br)c1)C1=NCCN1C=N2	-0.7%	3.3%	-11.9%	-7.6%[10.9 µM]
CCOc1ccc(CNC(=O)c2sc3ncnc(N(C)C4CCCCC4)c3c2C)cc1	?	10.1%	-5.8%	-17.3%[10.9 µM]
Clc1cccc(Nc2ncnc3c2cnn3-c2ccccc2)c1	?	-14.2%	-27.0%	-21.7%
Cc1ccc(N=C2NC(=O)CC(C(=O)Nc3cc(C(F)(F)F)ccc3Cl)S2)cc1 (configuration not stated)	?	?	?	-8.4%[10.9 µM]
c1ccn2c(CNc3ncnc4sccc34)nnc2c1	-1.2%	5.4%	11.0%	-2.6%
N=C1C(c2nc3ccccc3s2)=C(O)CN1Cc1ccco1	5.5%	3.5%	-1.3%	-18.6%
CCOC(=O)N1CCC(NC(=O)C2CCN(c3nc(-c4ccc(OC)cc4)no3)CC2)CC1	4.0%	-6.7%	6.5%	12.8%
COc1ccc(Oc2ncc3nc(C)c(=O)n(Cc4cccc(OC)c4)c3n2)cc1	2.4%[11.4 µM]	6.9%	0.4%	-7.8%
COc1cccc(NC(=O)c2nnn(CCc3ccccc3)c2N)c1	?	2.5%	-16.0%	-74.6%[inhibitor]
N#Cc1cnc(SCCc2ccccc2)nc1N	-1.0%	1.3%	-2.5%	12.9%
COc1cccc(CNC(=O)CCn2c(=O)c3cccn3c3ccc(F)cc32)c1OC	0.2%	12.1%	?	-9.1%[10.9 µM]
CC(=Nc1ccc(C)c(C)c1)C1=C(O)CSC1=O	1.9%	12.2%	2.9%	-56.6%[inhibitor]

15 entries out of the list, arranged by molecular weight, high to low.
SMILES	IkB signaling	p53ts 32C kill	p53ts 39C tox	Imprint erasure
CCOC(=O)N1CCC(NC(=O)C2CCN(c3nc(-c4ccc(OC)cc4)no3)CC2)CC1	4.0%	-6.7%	6.5%	12.8%
COc1cccc2[nH]c(C(=O)NCc3ccc4c(c3)CCN4C(=O)c3ccc(F)cc3)cc12	?	7.8%	-9.7%	-11.6%[10.9 µM]
Cc1ccc(N=C2NC(=O)CC(C(=O)Nc3cc(C(F)(F)F)ccc3Cl)S2)cc1 (configuration not stated)	?	?	?	-8.4%[10.9 µM]
CCOc1ccc(CNC(=O)c2sc3ncnc(N(C)C4CCCCC4)c3c2C)cc1	?	10.1%	-5.8%	-17.3%[10.9 µM]
CCCCOC(=O)c1ccc(NS(=O)(=O)c2c(C)nc3scc(C)n3c2=O)cc1	?	20.2%	-12.3%	-17.4%[10.9 µM]
COc1cccc(CNC(=O)CCn2c(=O)c3cccn3c3ccc(F)cc32)c1OC	0.2%	12.1%	?	-9.1%[10.9 µM]
CCOC(=O)N/N=C1/C[C@@H](O)[C@@H](O)[C@@H]2[C@@H]3C(=O)N(C4CCCCC4)C(=O)[C@H]3CC[C@H]12	.	-1.9%[9.22 µM]	-6.5%[9.22 µM]	.
O=C(CSc1nc2ccccc2s1)c1sc2sc3ccccc3[n+]2c1O	0.8%[11.4 µM]	-4.8%[9.22 µM]	-2.0%[9.22 µM]	9.4%[10.9 µM]
COc1cccc(NC(=O)c2nnn(CCc3ccccc3)c2N)c1	?	2.5%	-16.0%	-74.6%[inhibitor]
Cc1cc(C(=O)Nc2c(C)n(C)n(-c3ccccc3)c2=O)c(C)o1	0.9%	6.2%	3.8%	-3.7%
Clc1cccc(Nc2ncnc3c2cnn3-c2ccccc2)c1	?	-14.2%	-27.0%	-21.7%
N=C1C(c2nc3ccccc3s2)=C(O)CN1Cc1ccco1	5.5%	3.5%	-1.3%	-18.6%
c1ccn2c(CNc3ncnc4sccc34)nnc2c1	-1.2%	5.4%	11.0%	-2.6%
CC(=Nc1ccc(C)c(C)c1)C1=C(O)CSC1=O	1.9%	12.2%	2.9%	-56.6%[inhibitor]
N#Cc1cnc(SCCc2ccccc2)nc1N	-1.0%	1.3%	-2.5%	12.9%

High-throughput results as filed in PubChem BioAssay.
